# Screens deposited in PubChem by Sanford-Burnham Center for Chemical Genomics.
# PfGluPho inh: PfG6PD (Plasmodium falciparum) enzyme inhibition | inhibition, % at 20 µM | AID 504690 | PfGluPho enzyme, NADPH resazurin-diaphorase fluorescence | 0.78% of 350,000 active;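 active = inhibition reaching at least a set limit at 20 µM in the primary screen, cut at about 59% in these data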;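 note: 0% = DMSO wells with substrate and 100% = DMSO wells lacking glucose-6-phosphate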
# HKDC1 inh: HKDC1 (human) hexokinase inhibition; Q2TB90; recombinant HKDC1, G6PDH/diaphorase resazurin coupled fluorescence; inhibition, % at 20 µM; 0.16% of 340,000 active;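 active = inhibition above about 35% when tested at 20 µM, limit read from the data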;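 note: plate controls were DMSO wells with enzyme for no effect and DMSO wells lacking enzyme for full effect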
#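 Test system: recombinant HKDC1 (HK5) hexokinase enzyme, produced in-house / Doses: 20 µM test compound, 1% DMSO / Timing: 90 min, room temperature / Detection: G6PDH/diaphorase-coupled fluorescence, 1 mM NADP, 100 µM resazurin, 525/613 nm / Control set: DMSO wells with and without enzyme mix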
# MIN6 prolif: inducers of beta-cell replication in MIN6 cells; AID 2380; MIN6 cells proliferation, ATPlite luminescence, 48 h; cells starved in 0.2% serum; 100% = growth in 10% serum; 0.29% of 330,000 active; proliferation, % at 10 µM;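 active = compounds whose signal lies at least 3.5 SD above the mean of all wells on their plate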;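 note: 0% = DMSO-treated cells in low-serum medium and 100% = 10% serum control; some compounds called inactive have numbers as strong as hits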
# SENP6 block: blocks the human protease SENP6. Q9GZR1. Recombinant SENP6 catalytic domain, aminoluciferin luminescence. inhibition, % at 10 µM. 1.8% of 330,000 active. AID 2599;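 active = inhibition above about 50% at the single tested dose, limit read from the data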;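 note: plate controls were DMSO wells with enzyme for no effect and DMSO wells lacking enzyme for full effect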
# SENP8 block-1: SENP8 protease inhibition. Q96LD8. 1.2% of 330,000 active. AID 2540. purified SENP8, Z-RLRGG-aminoluciferin cleavage, luminescence. inhibition, % at 10 µM; in the data active = inhibition above about 50%
# Target sequence (Q96LD8 whole entry, looked up): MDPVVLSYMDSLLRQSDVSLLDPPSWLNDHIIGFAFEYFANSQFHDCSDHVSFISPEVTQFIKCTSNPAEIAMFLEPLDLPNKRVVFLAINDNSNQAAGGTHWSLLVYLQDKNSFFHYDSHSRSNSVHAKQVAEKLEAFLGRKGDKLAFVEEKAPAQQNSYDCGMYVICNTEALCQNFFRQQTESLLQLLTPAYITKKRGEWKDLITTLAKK
# SENP7 inh: inhibitors of human SENP7 protease; Q9BQF6; recombinant SENP7, Z-RLRGG-aminoluciferin luminescence, 40 min; inhibition, % at 5 µM; 1.5% of 330,000 active;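 active = inhibition above about 50% at the single test dose, limit read from the data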;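 note: plate controls were DMSO with enzyme for no effect and no enzyme buffer wells for full effect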
# Target sequence (Q9BQF6 706-1050 limits assumed): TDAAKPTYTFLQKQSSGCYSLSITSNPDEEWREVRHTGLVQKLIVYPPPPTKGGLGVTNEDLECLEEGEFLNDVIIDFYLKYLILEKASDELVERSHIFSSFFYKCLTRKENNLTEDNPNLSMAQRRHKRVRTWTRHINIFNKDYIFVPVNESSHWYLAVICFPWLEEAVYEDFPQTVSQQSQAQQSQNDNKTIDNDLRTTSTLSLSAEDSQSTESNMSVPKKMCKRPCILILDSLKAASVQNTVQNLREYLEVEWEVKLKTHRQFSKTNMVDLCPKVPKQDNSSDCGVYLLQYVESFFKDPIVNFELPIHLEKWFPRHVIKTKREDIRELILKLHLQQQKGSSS
# SENP1 inh: blocks the human SENP1 SUMO protease catalytic domain. Q9P0U3. recombinant SENP1 catalytic domain, CyPet-SUMO1-YPet FRET cleavage. inhibition, % at 10 µM. 0.21% of 360,000 active. AID 624204;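 active = inhibition at least 30% at 10 µM, raw YFP signal under a set limit, fluorescence ratio 0.5 to 1.5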;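 note: 0% = enzyme with DMSO and 100% = no enzyme wells; some results filed as inactive read as strong as hits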
# Target sequence (Q9P0U3 419-644 limits assumed): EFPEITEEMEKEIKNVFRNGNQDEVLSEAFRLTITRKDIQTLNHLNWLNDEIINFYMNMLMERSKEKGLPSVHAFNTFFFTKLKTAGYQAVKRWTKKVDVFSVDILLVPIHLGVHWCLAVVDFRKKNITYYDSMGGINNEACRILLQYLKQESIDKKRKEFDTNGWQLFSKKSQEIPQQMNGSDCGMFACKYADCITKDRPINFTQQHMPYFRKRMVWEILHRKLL
#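 Assay system: hSENP1 catalytic domain, recombinant. Amount: SENP1 enzyme, 20 pM final. Schedule: 50 min reaction, RT, dark. Technique: FRET, CFP and YFP emission. Control set: no-enzyme wells low, DMSO-plus-enzyme wells high control.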
# SENP8 block-2: inhibitors of human SENP8 protease; Q96LD8; recombinant SENP8, Nedd8 substrate fluorescence; inhibition, % at 20 µM; 0.64% of 360,000 active; AID 602440; in the data active = inhibition mostly above about 40%, no sharp cut-off; inactive = mostly below about 27%
# UBC13 polyUb: human UBC13 polyubiquitination inhibition | P61088 | UBC13 polyubiquitin chain formation, TR-FRET | inhibition, % at 20 µM | 0.47% of 330,000 active; in the data active = inhibition above about 45%, passing the limit was not always enough
# Target sequence (P61088 whole entry, looked up): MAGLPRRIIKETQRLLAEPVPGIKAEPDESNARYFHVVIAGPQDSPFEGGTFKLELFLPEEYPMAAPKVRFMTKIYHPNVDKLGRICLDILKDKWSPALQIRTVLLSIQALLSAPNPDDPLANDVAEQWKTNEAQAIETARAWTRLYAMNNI
# * hit, by the source's call; nt = no result given. Not a hit list; any-hit rate near 4%.
# Start of the data: the first 6 compounds, ahead of the listing:
SMILES | PfGluPho inh | HKDC1 inh | MIN6 prolif | SENP6 block | SENP8 block-1 | SENP7 inh | SENP1 inh | SENP8 block-2 | UBC13 polyUb
CCOc1cc2[nH]c(=S)n(CCCC(=O)NCc3ccccn3)c(=O)c2cc1OCC | 35 | 2 | -2 | -1 | 5 | 2 | -2 | 9 | -5
COc1ccc(NS(=O)(=O)c2cccc(C(=O)NCc3ccccn3)c2)cc1 | -8 | -3 | 1 | 2 | 2 | -2 | 1 | -83 | 12
COn1c(-c2ccccc2)nc2ccc(Cl)cc21 | 4 | 3 | 1 | 54* | 22 | 23 | 2 | -22 | -2
COC(=O)CSc1ccc2nnc(CCNS(=O)(=O)c3ccccc3)n2n1 | 5 | -6 | -1 | -10 | 5 | 3 | -1 | -363 | 5
CNS(=O)(=O)c1cn(CC(=O)N(C)Cc2ccccc2)cc1S(=O)(=O)NC | -7 | -1 | -1 | 10 | 2 | -1 | 3 | 12 | 6
COc1ccc(S(=O)(=O)N2CCCCC2)cc1NC(=O)c1ccc(C)cc1 | -8 | 0 | 7 | -4 | 1 | 2 | 0 | 5 | 1

# The whole of this part, from the first entry:
SMILES | PfGluPho inh | HKDC1 inh | MIN6 prolif | SENP6 block | SENP8 block-1 | SENP7 inh | SENP1 inh | SENP8 block-2 | UBC13 polyUb
CCOc1cc2[nH]c(=S)n(CCCC(=O)NCc3ccccn3)c(=O)c2cc1OCC | 35 | 2 | -2 | -1 | 5 | 2 | -2 | 9 | -5
COc1ccc(NS(=O)(=O)c2cccc(C(=O)NCc3ccccn3)c2)cc1 | -8 | -3 | 1 | 2 | 2 | -2 | 1 | -83 | 12
COn1c(-c2ccccc2)nc2ccc(Cl)cc21 | 4 | 3 | 1 | 54* | 22 | 23 | 2 | -22 | -2
COC(=O)CSc1ccc2nnc(CCNS(=O)(=O)c3ccccc3)n2n1 | 5 | -6 | -1 | -10 | 5 | 3 | -1 | -363 | 5
CNS(=O)(=O)c1cn(CC(=O)N(C)Cc2ccccc2)cc1S(=O)(=O)NC | -7 | -1 | -1 | 10 | 2 | -1 | 3 | 12 | 6
COc1ccc(S(=O)(=O)N2CCCCC2)cc1NC(=O)c1ccc(C)cc1 | -8 | 0 | 7 | -4 | 1 | 2 | 0 | 5 | 1
COc1ccc(OC)c(NC(=O)CSc2n[nH]c(-c3cccnc3)n2)c1 | 27 | 24 | -1 | -19 | 4 | 6 | 2 | 10 | 8
COc1cccc(CC(=O)OCc2csc(CC(=O)Nc3ccccc3C)n2)c1 | 2 | -2 | 1 | 0 | -1 | -8 | -4 | -11 | 11
CCNC(=S)NNC(=O)CSc1nc2ccccc2n1C | -5 | 4 | -1 | 0 | 0 | 4 | 2 | 20 | -3
O=C(CSc1nc2ccccc2o1)Nc1ccc(N2CCOCC2)c(Cl)c1 | 28 | 1 | -6 | -19 | 1 | -4 | 1 | 12 | -10
O=[N+]([O-])c1ccc(N2CCN(c3ccccc3Cl)CC2)cn1 | -11 | 3 | 1 | -14 | -6 | 8 | -1 | 16 | -3
COC(=O)CC1(c2cccc3ccccc23)C(=O)c2ccccc2C1=O | 21 | 18 | -4 | -15 | -6 | 4 | 3 | 31 | -5
COC(=O)[C@]1(Cc2ccccc2)N[C@H](CN(C)S(=O)(=O)c2ccc(C)cc2)[C@@H]2C(=O)N(Cc3ccccc3)C(=O)[C@@H]21 | 12 | 5 | -4 | -9 | -4 | 6 | 1 | 3 | -12
CCOc1ccc(S(=O)(=O)N2CCN(Cc3ccc4c(c3)OCO4)CC2)cc1Cl | 8 | 1 | 0 | -8 | 7 | 6 | 2 | 18 | -1
CCOc1ccc(NC(=O)CNC(=O)c2nn(-c3ccc(OC)cc3)c(=O)c3ccccc23)cc1 | -26 | -3 | 0 | -7 | 5 | -8 | 4 | -232 | 2
CN1C(=O)CC(N2CCN(C(c3ccccc3)c3ccccc3)CC2)C1=O (stereo not drawn) | 1 | -1 | 0 | -6 | -2 | 2 | 3 | 23 | 5
CCOC(=O)N1CCN(Cc2nc3c(c(=O)n(C)c(=O)n3C)n2Cc2ccccc2C)CC1 | -4 | 11 | -4 | 3 | -2 | 4 | -2 | 1 | -2
O=C(CNC(=O)c1cccs1)NC1=NCCS1 | 1 | -6 | -3 | -7 | 5 | -7 | 2 | 12 | 0
Nc1cc(=O)[nH]c(=O)n1Cc1ccco1 | -2 | 4 | -2 | -1 | -2 | -3 | -5 | 15 | -30
Cc1cc(C)nc(NC(=NCCc2c[nH]c3ccccc23)NC(=O)Nc2ccc(Cl)c(Cl)c2)n1 | 23 | -6 | -5 | -8 | -9 | 3 | 0 | 6 | -12
N#Cc1c(C(F)(F)F)cc(-c2ccccc2)nc1SCC(=O)Nc1sc2c(c1C#N)CCC2 | -9 | -4 | -5 | -10 | 3 | 12 | 26 | 14 | -4
CCS(=O)(=O)Nc1ccc(C2=NN(S(C)(=O)=O)C(c3cccs3)C2)cc1 (stereo not drawn) | -1 | -1 | -2 | 9 | -15 | 3 | -2 | -256 | 11
CC1CN(C2CCCCC2)c2nc3c(c(=O)n(C)c(=O)n3C)n2C1 (stereo not drawn) | -1 | 4 | -1 | -8 | 4 | 2 | -1 | 9 | 10
COCCNc1nc2nonc2nc1N1CCCC1c1nccs1 (stereo not drawn) | 0 | 1 | -3 | -14 | -11 | -5 | -73 | -34 | -10
NS(=O)(=O)c1ccc(NCc2c(F)cccc2Cl)cc1 | 16 | 7 | nt | nt | nt | nt | -3 | 13 | nt
CC(Oc1ccccc1)C(=O)Nc1nc(-c2ccccn2)cs1 (stereo not drawn) | -4 | 6 | -5 | 1 | -3 | -13 | -1 | -5 | -3
O=c1[nH]c(N2CCCCCC2)nc2ncn(Cc3ccccc3)c12 | 8 | 1 | 1 | -1 | 6 | 6 | 3 | 9 | -3
Cc1cc(N2C(=O)C3C4C=CC(C4)C3C2=O)ccc1Br (stereo not drawn) | -5 | -4 | -1 | -9 | -9 | -3 | 0 | 8 | 8
Cc1ccc(C(=O)NNC(=O)Cc2cccs2)cc1 | 3 | -18 | 0 | -26 | -5 | 2 | 3 | 17 | 11
CC(C)(C)SC(=O)C[C@@H]1NS(=O)(=O)OC2CCCCC21 (stereo partly drawn) | 8 | -9 | -3 | -19 | -11 | -10 | 1 | 31 | -5

# Going on with the list:
compound	PfGluPho inh	HKDC1 inh	MIN6 prolif	SENP6 block	SENP8 block-1	SENP7 inh	SENP1 inh	SENP8 block-2	UBC13 polyUb
CCOC(=O)N1CCc2[nH]c3ccc(C)cc3c2C1	30	6	-2	32	8	7	-34	-45	-4
Cc1cccc(OCC(=O)NNC(=O)c2ccc([N+](=O)[O-])cc2)c1	1	-7	-4	14	-2	-4	3	8	3
O=C(Nc1nc2ccccc2[nH]1)C12CC3CC(CC(C3)C1)C2	-4	2	-3	-15	-22	3	3	29	8
O=C(CN(CCc1ccccc1)C(=O)CNS(=O)(=O)c1ccccc1)NCC1CCCO1 (stereo not drawn)	-7	-7	-1	-23	-12	-12	1	18	-4
Cc1cc(NC(=O)CSc2nc3ccccc3n2CCC#N)no1	-6	-5	-1	-4	-3	10	1	-12	-8
Cc1ccc(S(=O)(=O)N2CCN(CC(=O)N/N=C/c3ccc(C)o3)CC2)cc1	4	-9	-1	-5	2	2	1	13	-1
CCN1CCN(c2cc(C)c3cc(NC(=S)N4CCOCC4)ccc3n2)CC1	-2	19	-2	0	-4	6	-23	-311	-1
CCN(CC)Cc1c(-c2ccccc2)[nH]c2ccc(C)cc2c1=O	-4	-3	1	-2	-5	-10	0	16	-7
COC(=O)N1C(=O)[C@](c2ccc(Cl)cc2)(C(C)C)N1C(=O)OC	-23	6	-2	-9	7	4	0	19	0
Cc1ccc(C(C)NC(=O)Cn2nc(C)c([N+](=O)[O-])c2C)cc1 (stereo not drawn)	3	-6	0	-10	4	7	0	7	-3
COc1ccccc1C(C)NS(=O)(=O)c1ccc(Cl)nc1 (stereo not drawn)	-1	-1	0	-5	-5	-2	1	-4	2
CCN(CC)C(=O)c1cccc(NC(=O)c2ccc3c(=O)n4c(nc3c2)CCC4)c1	14	-8	0	1	6	-14	-2	-179	3
COc1ccc(Cl)cc1NC(=O)COC(=O)/C=C/c1c(C)nn(C2CCS(=O)(=O)C2)c1Cl (stereo not drawn)	-4	1	0	-34	-6	-2	0	14	11
O=C(NCC1CCCO1)C(=O)NCC1CCCN1S(=O)(=O)c1ccccc1 (stereo not drawn)	-6	-7	4	-4	5	3	-3	18	4
C/C(=N/NC(=O)CNC(=O)c1ccccc1F)c1ccc2c(c1)CCCC2	15	12	-4	-10	9	5	3	12	13
Cc1ccc(N2CC(C(=O)N/N=C/c3cccc([N+](=O)[O-])c3)CC2=O)cc1 (stereo not drawn)	25	3	-1	-3	-2	1	4	14	-6
CC1CCCCN1S(=O)(=O)c1ccc(S(=O)(=O)N(Cc2ccccc2)Cc2ccco2)cc1 (stereo not drawn)	-3	-9	-3	-16	-3	-1	-2	7	-2
CC=CC1OCC(CC)C(CCC)O1 (stereo not drawn)	-7	-1	nt	nt	nt	nt	1	23	nt
COc1cccc(CN(C)CC(=O)NCc2ccc(C)cc2)c1	-6	-2	-2	3	-7	4	-1	14	4
CC(C)(C)NC(=O)NC(=O)COC(=O)c1cccc(F)c1	-5	-3	-1	-5	-2	-1	-1	2	-10
O=C(CCCc1ccccc1)N1CCN(C2CCCCC2)CC1	1	-7	-3	3	7	-1	3	7	-1
O=C(NCCC1=CCCCC1)C(=O)NCC(c1ccco1)N1CCN(c2ccccc2)CC1 (stereo not drawn)	-3	-4	0	16	5	3	-3	15	-3
COc1cc2c(cc1O)C(Cc1ccc(O)cc1)[N+](C)([O-])CC2 (stereo not drawn)	11	-3	-3	-9	-11	-9	-1	-26	-2
CN(C(=O)c1cccc(NC(=O)Cc2cccc(NC(=O)C3CCN(C(=O)c4ccccc4)CC3)c2)c1)C1CC1	11	-5	nt	nt	nt	nt	3	5	nt
CCn1c(=O)n(CC)c2cc(N3CCCC3)c(NC(=O)c3ccccc3OC)cc21	7	-37	-5	-20	2	7	3	-3	-1
CCOC(=O)c1sc(NC(=O)c2cc3n(n2)C(C(F)(F)F)CC(c2ccccc2)N3)c(C(=O)OCC)c1C (stereo not drawn)	-6	6	-3	-13	-3	-1	4	6	6
